# Screens (PubChem)
# PAFAH1B3 inh = blocks human PAF acetylhydrolase 1B catalytic subunit 3 | Q15102 | recombinant PAFAH1B3, FP-rhodamine probe, fluorescence polarization | inhibition, % at 3.39 µM | hit rate 0.28% among 340,000 | AID 492972;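 active = inhibition above the screen-wide average of all tested compounds plus 3 SD, cut at about 25% in these data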;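 note: 0% = enzyme with DMSO only and 100% = wells lacking PAFAH1B3 protein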
# pPAFAH inh = pPAFAH (human) enzyme inhibition. recombinant pPAFAH, FP-rhodamine probe fluorescence polarization. inhibition, % at 3.39 µM. hit rate 1.5% among 330,000;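 active = inhibition above the mean inhibition across the screen plus 3 SD, cut at about 25% in these data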;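 note: inhibitors block binding of the rhodamine activity-based probe so polarization drops; 0% = enzyme with DMSO and 100% = wells lacking pPAFAH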
# Target sequence (Q13093 whole entry, looked up): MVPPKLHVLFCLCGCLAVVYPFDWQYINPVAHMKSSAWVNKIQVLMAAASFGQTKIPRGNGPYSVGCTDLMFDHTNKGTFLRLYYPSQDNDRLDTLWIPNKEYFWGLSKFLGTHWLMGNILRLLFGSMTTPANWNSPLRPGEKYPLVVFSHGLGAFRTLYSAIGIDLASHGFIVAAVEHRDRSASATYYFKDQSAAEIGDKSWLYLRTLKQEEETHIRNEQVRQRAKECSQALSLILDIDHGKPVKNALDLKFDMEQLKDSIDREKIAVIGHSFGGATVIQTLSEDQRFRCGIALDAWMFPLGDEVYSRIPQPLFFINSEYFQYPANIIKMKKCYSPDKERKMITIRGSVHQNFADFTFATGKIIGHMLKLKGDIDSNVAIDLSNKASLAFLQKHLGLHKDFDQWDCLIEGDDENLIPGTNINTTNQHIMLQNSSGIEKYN
# LYPLA2 inh = LYPLA2 (human) inhibition in PME1 counter-screen; inhibition, % at 5.9 µM; recombinant LYPLA2, FP-Rh probe fluorescence polarization; AID 2177; hit rate 0.38% among 320,000;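 active = inhibition above the screen-wide mean plus 3 SD, limit set per campaign, cut at about 26% in these data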;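 note: 0% = LYPLA2 with DMSO and 100% = wells lacking LYPLA2 enzyme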
# GSTO1 counter = blocks human GSTO1 in RBBP9 counter-screen; P78417; recombinant GSTO1, activity-based probe fluorescence polarization; inhibition, % at 5.96 µM; hit rate 1.1% among 300,000;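 active = inhibition above the campaign mean inhibition plus 3 SD, cut at about 35% in these data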;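 note: 0% = GSTO1-1 with DMSO and 100% = wells lacking GSTO1-1 enzyme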
# Target sequence (P78417 whole entry, looked up): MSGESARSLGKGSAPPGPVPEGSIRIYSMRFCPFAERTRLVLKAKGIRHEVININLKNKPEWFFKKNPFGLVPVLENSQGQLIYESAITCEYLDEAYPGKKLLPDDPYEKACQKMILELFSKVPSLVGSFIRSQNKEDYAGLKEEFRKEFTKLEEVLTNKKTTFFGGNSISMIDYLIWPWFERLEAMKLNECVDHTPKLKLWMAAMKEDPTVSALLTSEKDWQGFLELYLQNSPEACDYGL
# PME-1 primary = PME-1 (human) inhibition; Q9Y570; recombinant PME-1, FP-Rh probe fluorescence polarization; inhibition, % at 5.9 µM; hit rate 0.53% among 320,000; AID 2130;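 active = inhibition above the campaign mean of all compounds plus 3 SD, cut at about 26% in these data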;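 note: competitive labeling of PME-1 active site by serine hydrolase directed probe; 0% = PME-1 with DMSO and 100% = wells lacking PME-1 enzyme; inhibitors block probe labeling so polarization falls and inhibition rises; many of its hits are not listed in these tables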
# PAFAH2 FP inh = inhibitors of human PAFAH2; recombinant PAFAH2, FP-rhodamine activity probe, fluorescence polarization; inhibition, % at 3.39 µM; hit rate 0.99% among 340,000;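 active = inhibition above the mean over all tested compounds plus 3 SD, cut at about 30% in these data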;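 note: inhibitors block probe labeling of enzyme so polarization drops; 0% = enzyme with DMSO and 100% = wells lacking PAFAH2 protein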
# PAD4 FP inh = inhibitors of human PAD4 | Q9UM07 | recombinant PAD4, RCA probe fluorescence polarization | inhibition, % at 6.36 µM | hit rate 0.41% among 330,000 | AID 485272;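 active = percent inhibition above a cutoff equal to the mean of all tested compounds plus 3 SD, cut at about 15% in these data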;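 note: 0% = PAD4 with RCA probe and DMSO and 100% = probe without PAD4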
# PAFAH1B2 FP inh = blocks human PAF acetylhydrolase 1b catalytic subunit 2; P68402; recombinant PAFAH1B2, FP-rhodamine activity probe, fluorescence polarization; inhibition, % at 3.39 µM; hit rate 1.2% among 340,000; AID 492953;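 active = inhibition above the mean of all tested compounds plus 3 SD, cut at about 24% in these data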;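 note: 0% = enzyme with DMSO and 100% = wells lacking PAFAH1B2; many of its hits are not listed in these tables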
# Target sequence (P68402 whole entry, looked up): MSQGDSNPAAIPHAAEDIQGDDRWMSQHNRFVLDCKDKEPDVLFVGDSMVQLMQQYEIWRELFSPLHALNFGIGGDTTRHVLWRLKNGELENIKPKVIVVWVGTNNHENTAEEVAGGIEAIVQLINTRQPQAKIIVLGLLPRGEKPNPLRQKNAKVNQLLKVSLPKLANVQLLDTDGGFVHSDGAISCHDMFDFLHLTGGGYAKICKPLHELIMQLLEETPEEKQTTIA
# LYPLA1 inh = LYPLA1 (human) inhibition in PME1 counter-screen; O75608; recombinant LYPLA1, FP-Rh probe fluorescence polarization; inhibition, % at 5.9 µM; hit rate 0.16% among 320,000; AID 2174;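 active = inhibition above the mean of all tested compounds plus 3 SD, set per campaign, cut at about 14% in these data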;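 note: inhibitors block serine hydrolase probe labeling of LYPLA1 so polarization falls; 0% = enzyme with DMSO and 100% = wells lacking LYPLA1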
# The depositor's hits bear a star; x = not tested or not shown.
# Values run as follows: PAFAH1B3 inh	pPAFAH inh	LYPLA2 inh	GSTO1 counter	PME-1 primary	PAFAH2 FP inh	PAD4 FP inh	PAFAH1B2 FP inh	LYPLA1 inh
[1] CCN(C(=O)c1cccc(S(=O)(=O)N(C)C)c1)C12CC3CC(CC(C3)C1)C2
    0.1	5.1	-8.7	-2.1	1.5	6.4	2.7	11.0	-0.1
[2] CCc1ccccc1NC(=O)CN(C)C(=O)COc1ccc(C)nc1[N+](=O)[O-]
    3.6	0.5	-3.0	7.4	-5.7	2.4	-0.7	-5.2	-3.5
[3] COc1ccc(OC)c(NC(=O)C2CCCCC2)c1
    3.0	2.1	-0.8	4.2	-1.4	5.7	-3.3	-0.5	0.0
[4] CC(C)C[C@H](NC(=O)OC(C)(C)C)c1nnc(SCC(=O)Nc2ccc(Br)cc2)o1
    -0.6	4.1	7.0	-3.6	-8.0	2.6	-0.4	8.4	-1.7
[5] O=C(Nc1ccc(S(=O)(=O)NCc2cccnc2)cc1)c1ccccc1Cl
    -0.8	5.1	-1.8	-17.6	-1.8	5.0	-2.5	1.7	-1.1
[6] CCN(CC)CCOc1nc(C)nc2c1oc1ccccc12
    -0.1	1.2	-1.5	-2.7	-4.0	-0.8	5.5	4.2	-2.7
[7] COc1ccccc1NC(=O)c1cc(Br)ccc1Cl
    0.0	1.0	0.7	1.9	5.0	1.4	1.9	3.6	2.6
[8] CC(C)N(C(=O)CSc1nnc(NC2CC2)s1)c1ccccc1
    -3.7	-0.3	-1.2	x	-0.8	-0.8	-0.2	10.2	1.1
[9] COc1cccc(C(=O)N2CCC(CCC(=O)Nc3cccc(C)c3)CC2)c1
    3.5	1.5	4.2	5.1	3.0	-4.4	3.5	1.5	1.4
[10] Cc1ccccc1OCCCC(=O)Nc1nncs1
    5.9	5.4	10.5	5.8	6.7	-4.9	-5.1	2.4	3.5
[11] COc1cccc(CNC(=O)C2CCN(S(=O)(=O)N3CCC4(CC3)OCCO4)CC2)c1
    -0.1	-1.9	4.8	1.8	2.0	0.1	-3.0	3.9	1.3
[12] CC(=O)OC(COc1cccc(C)c1)Cn1cnc2ccccc21 (stereo not given)
    9.6	6.5	5.5	6.0	-0.1	1.8	1.5	-0.7	1.8
[13] CCC(=O)N1c2ccc(S(=O)(=O)N(CCO)Cc3ccccc3)cc2CC1C (stereo not given)
    -1.3	4.1	4.1	-0.8	1.5	1.7	3.0	-0.8	-1.5
[14] CCCCN(C(=O)Cn1nnc2ccccc21)C(C(=O)NCCOC)c1ccc(OC)cc1OC (stereo not given)
    8.5	0.2	-5.2	3.8	-5.9	-0.7	4.3	4.2	-1.5
[15] CCOC(=O)N1CCC(N(CCN(C)C)C(=S)Nc2ccc(Oc3ccccc3)cc2)CC1
    0.9	1.1	7.8	0.7	3.3	3.0	3.2	0.1	-3.0
[16] Fc1ccccc1OCCCCSc1ncccn1
    2.6	-2.0	3.4	4.3	2.8	-5.0	-0.4	0.0	0.2
[17] COc1cccc(CN2CCN(C3CCN(c4ccccc4F)CC3)CC2CCO)c1 (stereo not given)
    1.7	3.6	3.3	-1.0	2.1	-5.0	-2.7	-5.0	1.6
[18] Cc1ccc2nsnc2c1S(=O)(=O)NCc1cccnc1
    8.1	-1.7	6.6	4.9	0.3	-1.5	-1.1	0.4	1.8
[19] CC1CCN(C(=O)C2CC(c3ccc(F)cc3)=NO2)CC1 (stereo not given)
    -6.3	6.6	9.7	3.7	-0.9	0.3	-2.5	-1.8	3.5
[20] COc1cc([N+](=O)[O-])ccc1NC(=O)CN(C)C
    3.2	3.3	1.1	1.2	-1.7	-3.9	0.9	2.0	-1.9
[21] COc1ccc(N/C=C/C(=O)c2ccc3c(c2)OCO3)cc1OC
    11.8	11.5	13.7	-6.4	13.2	14.8	-1.0	2.5	6.3
[22] O=C(NCc1ccccn1)c1cc(-c2ccccc2)nc2ccccc12
    2.4	-9.0	-9.3	-3.5	-2.5	2.5	-16.9	1.3	-5.3
[23] Cc1ccc(C(=O)N[C@H](C(=O)OCc2nnc(-c3ccccc3)o2)C(C)C)cc1
    2.1	2.1	3.0	10.1	-4.8	5.8	3.8	7.1	-3.0
[24] NS(=O)(=O)c1ccc(CCNC(=O)C(=O)C2C(=O)Nc3ccccc32)cc1 (stereo not given)
    5.3	-0.9	2.0	6.4	2.0	-2.9	-2.2	-2.3	1.2
[25] Cc1ccc(/C=N/NC(=O)c2ccc3c(c2)OCCO3)s1
    3.4	0.6	7.2	0.2	-1.0	1.9	1.5	3.4	2.5
[26] CCn1nc(C)c(NC(=O)CC23CC4CC(CC(C4)C2)C3)c1C
    -2.6	2.8	1.2	0.8	-4.3	-1.1	2.4	3.9	-1.2
[27] O=C(O)c1cc(NS(=O)(=O)c2ccc(N3CCCCC3)c([N+](=O)[O-])c2)cc(C(=O)O)c1
    0.8	1.1	5.2	16.4	4.7	-0.9	1.5	13.6	0.3
[28] CCC(C)Sc1ccc(-c2nc3ccc(Cl)cn3c2NCc2ccccc2)cc1 (stereo not given)
    4.2	5.1	x	x	x	5.4	-1.7	3.9	x
[29] Cc1cc(NC(=O)CSCC(=O)Nc2nc3ccc(F)cc3s2)no1
    1.2	6.2	2.1	x	3.4	1.0	0.2	7.9	-0.2
[30] Cc1csc(NC(=O)CS(=O)(=O)Cc2ccccc2)n1
    6.9	11.8	-3.7	4.5	-0.6	-4.3	-1.2	0.7	1.7
[31] CCn1cnc2cc(NCc3cccs3)ccc21
    1.5	0.9	1.5	0.0	-0.2	3.8	0.8	4.5	0.1
[32] Cc1nn(C)cc1C(C)NC(=O)c1cc(COc2c(F)cccc2F)on1 (stereo not given)
    6.7	4.0	0.8	1.8	-2.3	4.0	0.6	-0.6	-0.7
[33] O=S(=O)(c1ccccc1Oc1ccc(Cl)cc1Cl)N1CCCCC1
    6.2	-1.2	6.6	15.4	1.4	2.9	-4.9	2.3	2.6
[34] Cc1ccc(S(=O)(=O)N2CCOCC2)cc1C(=O)OCC(=O)NCc1ccc2c(c1)OCO2
    7.4	-3.9	10.3	x	12.1	3.6	0.0	4.7	-3.7
[35] CC(NC(=O)c1ccc(N(C)C)cc1)C(c1cccs1)N1CCN(C)CC1 (stereo not given)
    -1.7	4.5	1.8	3.2	0.5	3.6	-0.4	8.1	3.2
[36] CCOc1ccc(S(=O)(=O)N2CCC(C(=O)NCc3ccccn3)CC2)cc1
    9.0	4.8	-6.1	-2.4	2.1	1.4	-5.2	3.0	0.3
[37] O=C(NCc1ccc(-c2csnn2)cc1)c1cccs1
    4.0	2.9	5.5	-4.6	0.2	-5.2	1.1	0.9	0.6
[38] O=C1C(Nc2ccccc2)=C/C(=N/S(=O)(=O)c2cccs2)c2ccccc21
    62.2*	62.5*	0.6	84.2*	32.4*	49.3*	62.9*	37.9*	-3.8
[39] COc1ccc(-n2nc3c(c2NC(=O)c2ccc(Br)o2)CS(=O)(=O)C3)cc1
    7.1	5.8	-0.2	-1.6	-0.7	-4.4	0.7	3.0	-1.6
[40] CCN(CCC(=O)Nc1cc([N+](=O)[O-])ccc1OC)Cc1ccccc1
    8.0	-1.6	-1.8	13.9	-1.2	-5.1	-0.6	-3.5	-0.4
[41] O=C(CS(=O)(=O)c1ccc(Br)cc1)N1CCOCC1
    -2.0	0.1	-0.5	2.5	1.6	4.4	-2.5	5.6	1.4
[42] Cc1cc(C)n(C(=O)CCCC(=O)n2nc(C)cc2C)n1
    11.7	-1.1	3.1	1.7	0.9	0.3	0.1	4.1	-1.6
[43] CC(=O)Nc1nc2ccccc2n1Cc1ccccc1Cl
    4.1	1.6	-4.8	-1.0	-2.7	-0.6	-5.4	1.0	-1.7
[44] COc1ccc(-c2noc(N3CCC(C(=O)NCc4ccccc4Cl)CC3)n2)cc1
    2.9	2.1	12.4	0.0	-5.8	-3.8	4.3	-3.1	1.1
[45] CC(=O)OCC1OC(OCc2cn(C[C@H]3CC[C@@H]([C@@H]4CC[C@H](Cn5cc(COC6OC(COC(C)=O)C(OC(C)=O)C(OC(C)=O)C6OC(C)=O)nn5)O4)O3)nn2)C(OC(C)=O)C(OC(C)=O)C1OC(C)=O (stereo not given in full)
    10.4	6.1	6.5	1.6	0.8	-2.6	-3.1	1.3	0.3
[46] Cc1cccc(-n2nnc(C(=O)NCc3ccccc3Cl)c2N)c1
    5.6	-1.6	-0.1	7.1	-4.7	-4.9	4.4	5.1	-4.1
[47] COc1ccccc1NC(=O)CN1CCN(CC(=O)Nc2ccc(OC)c(OC)c2)CC1
    -0.5	1.8	-2.3	7.4	-4.7	-7.2	0.2	7.9	1.1
[48] Cc1cc(NC(=O)CSc2nc(-c3ccc(Br)cc3)nc3c2c(=O)n(C)c(=O)n3C)no1
    4.8	4.7	-0.4	4.3	-4.1	-3.7	3.2	2.5	2.7
[49] COc1cc(NC(=O)c2sc3nc(C)nc(N4CCOCC4)c3c2C)cc(OC)c1OC
    10.3	9.5	9.3	-5.7	8.3	-1.5	-3.5	-2.7	3.3
[50] [N-]=[N+]=NCCN1CCN(Cc2ccccc2)CCC1=O
    -1.7	-1.0	0.2	5.1	2.3	2.0	2.8	2.8	-1.9
[51] O=C1CCN(S(=O)(=O)c2cccs2)c2ccc(C(F)(F)F)cc2N1
    7.6	4.8	0.1	-2.0	-2.6	1.2	-0.9	4.6	0.2
[52] O=C1CC(C(=O)O)c2ccccc2N1 (stereo not given)
    -4.8	3.3	1.0	3.0	-3.0	-1.8	-0.9	3.7	1.8
[53] CN(C)c1cc[n+](Cc2ccccc2)cc1
    2.5	3.7	1.1	3.5	-2.7	0.9	2.9	3.0	6.8
[54] Cc1cc(Cn2nc(-c3ccccc3)cc2C(=O)NCc2cccs2)on1
    3.9	7.1	-8.2	-4.0	-4.2	10.4	0.8	10.7	-3.9
[55] Cc1cc(C)nc(NS(=O)(=O)c2ccc(NC(=O)c3ccc4c(c3)OCCO4)cc2)n1
    -0.6	-1.3	0.5	-3.0	-6.9	-3.6	4.5	4.8	0.1
[56] CCc1nnc(NC(=O)CCC(=O)N2CCN(C3c4ccccc4-c4ccccc43)CC2)s1
    2.9	-0.3	2.0	3.1	-3.9	1.5	-1.2	1.3	-0.6
[57] CCOc1ccc(NC(=O)CNC(=O)c2nn(-c3ccc(OC)c(OC)c3)c(=O)c3ccccc23)cc1
    2.9	1.2	-10.8	3.4	-11.7	0.1	-2.8	-1.4	-3.2
[58] C=CCSc1nnc(NC(=O)C2=COCCO2)s1
    0.8	0.6	5.6	-3.7	4.7	4.7	1.4	5.5	5.6
[59] Cc1ccc(C)c(Nc2nc(N)c3ccccc3n2)c1
    5.8	3.5	-4.5	-0.3	-1.6	6.3	-1.4	5.4	2.1
[60] CC(C)(C)OC(=O)NN1CC(=O)N2[C@@H](Cc3c([nH]c4ccccc34)C2(C)C)C1=O
    4.3	6.0	3.2	2.4	8.4	-2.6	1.5	0.7	1.5
[61] C=CCN(c1ccccc1Cl)S(=O)(=O)c1cc(C(=O)N2CCCC2)ccc1Cl
    1.4	4.5	5.8	0.1	-6.0	2.1	-4.7	7.1	0.8
[62] CN1CCN(CCC(=O)Nc2cccc(F)c2)CC1
    1.5	0.4	5.3	7.6	-0.9	0.0	1.3	-2.4	1.3
[63] COC(=O)C1=C(C(=O)OC)[C@]2([C@H]3CCCCN[C@@H](Cc4ccccc4)C(=O)N3Cc3ccccc3)C=C[C@H]1O2
    1.4	6.2	x	x	x	1.2	-1.5	3.3	x

# An excerpt. The share of hits here may be higher or lower than overall.
